NR5A2 inv ag – LRH-1 (NR5A2) inverse agonists, primary screen, cell-based, luminescence, HEK293T, StAR-luciferase reporter | LRH-1 transfected, 24 h | 360,000 compounds, 0.13% hits | inhibition, % at 3.6 µM;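 active = inhibition above the mean inhibition of all tested compounds plus 3 SD, cut at about 73% in these data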;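 note: 0% = DMSO wells and 100% = reporter-only cells lacking LRH-1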
NOD2-RIPK2 inh – NOD2-RIPK2 binding disruptors in cells, primary screen, fluorescence, CHO cells, BLA complementation; Receptor-interacting serine/threonine-protein kinase 2 (Homo sapiens), O43353; CCF4 ratio; inhibition, % at 4.98 µM; 360,000 compounds, 0.38% hits; in the data active = inhibition above about 21%;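 note: 0% = vehicle only and 100% = reference blocker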
TROY signal inh – inhibitors of TROY-driven NF-kB signaling, primary screen, Q293 LMP1-TROYcd cells, NF-kB luciferase, uHTS; Q293 LMP1-TROYcd NF-kB luciferase reporter, 4 h; inhibition, % at 10 µM; 360,000 compounds, 0.98% hits;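 active = compounds whose plate-normalised and pattern-corrected inhibition of the luciferase reporter signal at the single screening dose is 50% or more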
EBV LMP1 NFkB – EBV LMP1-driven NF-kappaB luciferase reporter inhibitors, primary screen, cell-based, luminescence, single point; LMP1-induced NF-kappaB luciferase reporter cells; inhibition, % at 12.5 µM; 350,000 compounds, 0.69% hits; in the data active = inhibition above about 41%;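 note: 0% = neutral control wells and 100% = reference inhibitor control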
TLR9-MyD88 inh – inhibitors of TLR9-MyD88 association in cells, primary screen, cell-based, CHO, BLA complementation, fluorescence; CCF4 FRET ratio; Toll-like receptor 9 (Homo sapiens) + Myeloid differentiation primary response protein …; 340,000 compounds, 0.21% hits; inhibition, % at 4.98 µM;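 active = inhibition above the mean over all tested compounds plus 3 SD, cut at about 21% in these data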;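 note: 0% = DMSO only wells and 100% = clavulanate BLA inhibitor control wells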
SRC1 inh – SRC1 coactivator transcriptional activity inhibitors, primary screen, cell-based, luminescence | Nuclear receptor coactivator 1 (Homo sapiens), Q15788 | HEK293 GAL4-SRC1 luciferase reporter | inhibition, % at 3.6 µM | 360,000 compounds, 0.12% hits;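 active = inhibition above the campaign mean plus 3 SD, with each screening campaign given its own cutoff, cut at about 60% in these data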;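 note: 0% = DMSO treated cells and 100% = gossypol at 36 µM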
Target sequence (Q15788 whole entry, looked up, the tested form may be a part): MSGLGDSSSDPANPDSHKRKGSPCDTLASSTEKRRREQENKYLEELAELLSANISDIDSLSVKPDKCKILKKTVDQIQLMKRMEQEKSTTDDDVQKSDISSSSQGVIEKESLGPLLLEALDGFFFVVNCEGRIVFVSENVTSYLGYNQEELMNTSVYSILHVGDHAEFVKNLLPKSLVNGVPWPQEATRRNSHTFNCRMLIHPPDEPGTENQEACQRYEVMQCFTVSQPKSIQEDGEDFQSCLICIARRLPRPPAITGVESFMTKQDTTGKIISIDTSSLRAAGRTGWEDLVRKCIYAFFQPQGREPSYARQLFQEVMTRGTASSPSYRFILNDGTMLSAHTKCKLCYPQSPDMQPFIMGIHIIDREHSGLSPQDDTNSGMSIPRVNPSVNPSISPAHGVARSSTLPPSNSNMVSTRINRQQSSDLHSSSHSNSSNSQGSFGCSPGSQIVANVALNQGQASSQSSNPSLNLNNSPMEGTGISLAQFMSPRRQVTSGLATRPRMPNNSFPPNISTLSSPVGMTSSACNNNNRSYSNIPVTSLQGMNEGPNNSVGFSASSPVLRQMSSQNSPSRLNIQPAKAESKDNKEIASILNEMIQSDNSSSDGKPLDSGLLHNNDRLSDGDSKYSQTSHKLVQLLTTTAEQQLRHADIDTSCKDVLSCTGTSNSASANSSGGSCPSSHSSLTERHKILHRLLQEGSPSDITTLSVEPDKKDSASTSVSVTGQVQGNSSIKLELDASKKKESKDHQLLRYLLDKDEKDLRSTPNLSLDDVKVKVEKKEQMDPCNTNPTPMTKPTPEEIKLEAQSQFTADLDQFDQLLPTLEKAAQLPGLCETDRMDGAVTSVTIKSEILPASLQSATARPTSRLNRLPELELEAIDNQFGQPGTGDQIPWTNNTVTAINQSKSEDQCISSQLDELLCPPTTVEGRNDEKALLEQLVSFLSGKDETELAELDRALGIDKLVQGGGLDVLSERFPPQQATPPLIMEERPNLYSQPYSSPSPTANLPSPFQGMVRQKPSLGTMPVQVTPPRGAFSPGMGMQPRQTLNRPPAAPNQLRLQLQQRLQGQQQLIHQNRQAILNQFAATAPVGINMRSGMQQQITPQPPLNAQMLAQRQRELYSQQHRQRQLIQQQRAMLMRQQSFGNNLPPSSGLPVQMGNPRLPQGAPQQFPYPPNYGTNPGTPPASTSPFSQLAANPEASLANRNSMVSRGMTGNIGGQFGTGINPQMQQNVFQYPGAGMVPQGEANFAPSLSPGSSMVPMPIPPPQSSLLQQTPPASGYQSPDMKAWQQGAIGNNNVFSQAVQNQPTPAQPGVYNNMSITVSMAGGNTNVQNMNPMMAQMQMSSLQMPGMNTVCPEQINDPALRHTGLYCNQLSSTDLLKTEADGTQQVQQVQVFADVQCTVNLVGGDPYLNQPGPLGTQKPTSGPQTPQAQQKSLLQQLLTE
COUP-TFII inh – NR2F2 transcriptional activity inhibitors, primary screen, cell-based, luciferase reporter, HEK293T, luminescence; HEK293T NGFI-A luciferase reporter; inhibition, % at 8.6 µM; 370,000 compounds, 0.7% hits; AID 686940, 2013;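 active = inhibition above a per-plate cutoff, mean inhibition of test wells between control levels plus 3 SD, cut at about 38% in these data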;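 note: cells cotransfected with COUP-TFII expression vector driving the NGFI-A reporter; 0% = median of COUP-TF2 test wells and 100% = reporter-only cells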
SRC3 inh – SRC3 coactivator transcriptional activity inhibitors, primary screen, cell-based, luminescence; HEK293 GAL4-SRC3 luciferase reporter; AID 588352, 2011; inhibition, % at 3.6 µM; 360,000 compounds, 0.17% hits;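 active = inhibition above a per-campaign cutoff, the mean of all compounds plus 3 SD, cut at about 60% in these data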;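 note: 0% = DMSO-treated cells and 100% = gossypol-treated cells at 36 µM; higher means less SRC3-driven luciferase light from the GAL4 reporter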
NCOA2 inhibitor – inhibition of GAL4-SRC2 driven luciferase reporter, primary screen, SRC2 inhibitor project, cell-based, luminescence | Nuclear receptor coactivator 2 (Homo sapiens), Q15596 | HEK293 GAL4-SRC2 luciferase reporter | inhibition, % at 9 µM | 370,000 compounds, 0.17% hits | AID 651957, 2012;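 active = inhibition above the mean inhibition of all tested compounds plus 3 SD, set per campaign, cut at about 52% in these data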;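 note: 0% = DMSO treated cells and 100% = cells given Gossypol at 36 µM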
TWEAK-Fn14 inh – inhibitors of TWEAK-Fn14 signaling, primary screen, luciferase reporter cells, uHTS. TWEAK-stimulated Fn14 reporter cells, luciferase luminescence, 8 h. inhibition, % at 10 µM. 360,000 compounds, 2% hits. AID 1159606, 2016; in the data active = inhibition above about 50%
C8 TRAIL sens – viability loss with TRAIL in NB7+C8 cells, primary screen, TRAIL sensitizer project, cell-based, ATPlite luminescence; 360,000 compounds, 1% hits; inhibition (viability loss, TRAIL sensitization), % at 10 µM;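 active = compounds causing at least 50% loss of cell viability in the single-dose screen, relative to plate controls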
Numbers without * were called inactive; / = not tested or not shown. Only part of the results is shown. The share of hits here may be higher or lower than overall.

SMILES	NR5A2 inv ag	NOD2-RIPK2 inh	TROY signal inh	EBV LMP1 NFkB	TLR9-MyD88 inh	SRC1 inh	COUP-TFII inh	SRC3 inh	NCOA2 inhibitor	TWEAK-Fn14 inh	C8 TRAIL sens
CCN(CC)Cc1c(NC(=O)c2ccccc2)sc(C)c1C	-72	-2	-32	-12	4	-81	-10	-55	-42	-21	-4
CCOC(=O)N1CCN(S(=O)(=O)c2ccc3c(c2)oc(=O)n3C)CC1	-3	-1	11	1	-5	14	-4	13	-14	13	-1
CCOc1ccc2nc(NC(=O)NC3CCCCC3)sc2c1	2	3	-57	-13	-3	-2	-4	-2	14	-19	1
O=C(Cc1ccc(F)cc1)Nc1ccc(Cl)cn1	-47	7	-79	-4	2	-28	-30	-18	-26	-4	19
COc1cccc(-c2cc(C(=O)Nc3c(C)nn(Cc4ccccc4C)c3C)no2)c1	-22	-6	11	5	4	-17	-1	11	6	3	0
CCOc1ccccc1NC(=O)C(C)N1C(=O)c2ccccc2S1(=O)=O (stereo unspecified)	-13	-6	-15	1	5	6	5	0	-4	5	2
O=C(NC1CCCC1)C(c1ccccc1)n1c(-c2ccc3c(c2)CCO3)nc2ccccc21 (stereo unspecified)	18	15	/	/	/	/	-25	/	6	/	2
COc1ccc(-c2nc(CSCC(=O)NCc3ccc4c(c3)OCO4)c(C)o2)cc1OC	29	-1	-3	14	1	-24	-2	11	-12	-6	-12
CC(Oc1ccc2ccccc2c1)C(=O)N/N=C/c1cccnc1 (stereo unspecified)	10	4	22	0	6	2	13	-39	-5	-4	5
Cc1ccccc1-c1nsc(SCC(=O)Nc2ccc3c(c2)OCO3)n1	6	4	-8	-17	6	-3	5	-1	-11	-2	-7
CS(=O)(=O)N1CCN(Cc2ccc(C(F)(F)F)cc2)CC1	2	-2	14	12	-2	17	29	10	2	3	15
Cc1ccc2c(c1)N(CCC(=O)NCc1cccs1)C(=O)C(C)O2 (stereo unspecified)	8	0	-2	-15	-3	0	6	-18	-6	-11	5
CN(C)C(=O)N1CCC(C(=O)NC2CCCCCCC2)CC1	4	1	-6	1	-6	-20	-5	12	0	11	-7
COc1cc(C(=O)OCc2cccc(OC)c2OC)ccc1OCC(=O)N1CCOCC1	5	11	-1	-1	-8	-5	2	2	4	-34	19
COc1ccc(C2NC(c3ccc(OC)c(OC)c3OC)C(C)C(=O)C2C)c(OC)c1OC (stereo unspecified)	6	4	-4	0	3	-9	10	21	14	0	7
O=C(O)CCCC(=O)Nc1ccc(Br)cc1	8	-6	-10	1	-3	22	9	13	-20	6	0
COc1cc(C(=O)NC(=S)Nc2ccc3[nH]c(=O)[nH]c3c2)cc(OC)c1OC	18	1	12	0	4	2	5	7	6	17	-18
Cc1n[nH]c2ccc(Br)cc2c1=O	-8	-21	-6	1	-1	4	-22	-32	-3	-6	5
COc1cccc(-c2cc(NC=O)c3ncc(-c4ccc(C(C)=O)cc4)n3c2)c1	64	-2	27	/	/	-11	-1	-1	-13	32	16
COC(=O)c1cn(NC(=O)c2ccc(F)cc2)c(=O)c2ccccc12	5	-4	3	4	-2	-2	0	6	14	-7	4

3 entries out of the list above, ordered by the number in NCOA2 inhibitor, falling:
Structure | NR5A2 inv ag | NOD2-RIPK2 inh | EBV LMP1 NFkB | TLR9-MyD88 inh | SRC1 inh | COUP-TFII inh | SRC3 inh | NCOA2 inhibitor | TWEAK-Fn14 inh
COc1cc(C(=O)NC(=S)Nc2ccc3[nH]c(=O)[nH]c3c2)cc(OC)c1OC | 18 | 1 | 0 | 4 | 2 | 5 | 7 | 6 | 17
Cc1ccccc1-c1nsc(SCC(=O)Nc2ccc3c(c2)OCO3)n1 | 6 | 4 | -17 | 6 | -3 | 5 | -1 | -11 | -2
CCN(CC)Cc1c(NC(=O)c2ccccc2)sc(C)c1C | -72 | -2 | -12 | 4 | -81 | -10 | -55 | -42 | -21

An excerpt from above in order of length of the SMILES, ascending.
SMILES	NR5A2 inv ag	NOD2-RIPK2 inh	TROY signal inh	EBV LMP1 NFkB	TLR9-MyD88 inh	SRC1 inh	COUP-TFII inh	SRC3 inh	NCOA2 inhibitor	TWEAK-Fn14 inh	C8 TRAIL sens
Cc1n[nH]c2ccc(Br)cc2c1=O	-8	-21	-6	1	-1	4	-22	-32	-3	-6	5
O=C(O)CCCC(=O)Nc1ccc(Br)cc1	8	-6	-10	1	-3	22	9	13	-20	6	0
O=C(Cc1ccc(F)cc1)Nc1ccc(Cl)cn1	-47	7	-79	-4	2	-28	-30	-18	-26	-4	19
CCOc1ccc2nc(NC(=O)NC3CCCCC3)sc2c1	2	3	-57	-13	-3	-2	-4	-2	14	-19	1
CS(=O)(=O)N1CCN(Cc2ccc(C(F)(F)F)cc2)CC1	2	-2	14	12	-2	17	29	10	2	3	15
Cc1ccccc1-c1nsc(SCC(=O)Nc2ccc3c(c2)OCO3)n1	6	4	-8	-17	6	-3	5	-1	-11	-2	-7
CCOc1ccccc1NC(=O)C(C)N1C(=O)c2ccccc2S1(=O)=O (stereo unspecified)	-13	-6	-15	1	5	6	5	0	-4	5	2
CCOC(=O)N1CCN(S(=O)(=O)c2ccc3c(c2)oc(=O)n3C)CC1	-3	-1	11	1	-5	14	-4	13	-14	13	-1
COc1cccc(-c2cc(NC=O)c3ncc(-c4ccc(C(C)=O)cc4)n3c2)c1	64	-2	27	/	/	-11	-1	-1	-13	32	16
COc1ccc(-c2nc(CSCC(=O)NCc3ccc4c(c3)OCO4)c(C)o2)cc1OC	29	-1	-3	14	1	-24	-2	11	-12	-6	-12
COc1cc(C(=O)NC(=S)Nc2ccc3[nH]c(=O)[nH]c3c2)cc(OC)c1OC	18	1	12	0	4	2	5	7	6	17	-18
COc1ccc(C2NC(c3ccc(OC)c(OC)c3OC)C(C)C(=O)C2C)c(OC)c1OC (stereo unspecified)	6	4	-4	0	3	-9	10	21	14	0	7
O=C(NC1CCCC1)C(c1ccccc1)n1c(-c2ccc3c(c2)CCO3)nc2ccccc21 (stereo unspecified)	18	15	/	/	/	/	-25	/	6	/	2

Later entries
SMILES	NR5A2 inv ag	NOD2-RIPK2 inh	TROY signal inh	EBV LMP1 NFkB	TLR9-MyD88 inh	SRC1 inh	COUP-TFII inh	SRC3 inh	NCOA2 inhibitor	TWEAK-Fn14 inh	C8 TRAIL sens
CCOc1ccccc1NC(=O)c1cc(=O)[nH]c2ccc(S(=O)(=O)N3CCOCC3)cc12	3	-2	-8	4	-5	-2	-1	11	16	-12	-3
O=C(c1ccccn1)N1N=C2/C(=C/c3ccc(F)cc3)CCCC2C1c1ccc(F)cc1 (stereo unspecified)	-5	7	6	0	0	-8	6	18	-7	1	-22
COc1cc(/C=N/NC(=O)C(N)=O)ccc1OCC(=O)N1C(C)CCCC1C (stereo unspecified)	-10	-10	-4	5	-9	-4	21	5	13	-5	-3
Cc1cc2nnc(SC(C)C#N)n2c2ccccc12 (stereo unspecified)	12	3	1	6	-5	1	-3	-8	-1	-7	-10
N#Cc1ccccc1NC(=O)CSc1ccc([N+](=O)[O-])cn1	14	-10	4	-1	5	-11	11	-3	-10	6	13
COc1cc(C(O)c2nc(-c3ccc(F)cc3OC)cs2)ccc1F (stereo unspecified)	-24	2	-15	/	/	8	6	-20	-12	-24	-1
CC(C)C(c1nnnn1C(C)(C)C)N1CCC(Cc2ccccc2)CC1 (stereo unspecified)	15	-1	17	4	-1	14	2	28	-1	-7	-1
CCOc1ccccc1NC(=O)CCS(=O)(=O)c1cccc2nsnc12	0	5	10	-5	0	-11	-1	0	-31	0	-12
O=C(CNC(=O)c1cccc(Br)c1)N/N=C/c1ccc[nH]1	7	7	-6	1	4	-13	-2	28	-27	-2	32
Cc1ccc(CNC(=O)Cn2c(=O)c3sccc3n(Cc3ccc([N+](=O)[O-])cc3)c2=O)cc1	-2	-1	1	9	-12	-12	-2	12	1	2	5
COc1ccc(CNc2nc(NCc3ccc(OC)cc3)n(S(C)(=O)=O)n2)cc1	9	-5	9	-1	-5	0	4	0	-7	-3	-20
O=C(NC(=S)Nc1ccccc1N1CCCC1)c1cccs1	-7	0	8	-17	-6	-25	14	-18	-14	1	-11
O=C(COC(=O)/C=C/C(=O)N1CCN(c2ccccc2)CC1)NCc1ccc(F)cc1	-4	8	-1	4	0	5	-10	-21	-15	-5	-5
C=CCn1c(SCC(=O)NCCc2ccccc2)nnc1C1CC1	1	-3	11	-5	5	-9	13	-20	2	2	-11
CC(NC(=O)C1CC1)c1ccc(-c2ccccc2)cc1 (stereo unspecified)	-8	4	11	0	-4	2	7	-12	-16	1	-38
COC(=O)c1ccc(NC(=O)Nc2ccccc2C)cc1	-91	-7	-48	-21	-5	-77	2	-50	-26	-30	45
c1ccc(N=P(N2CCOCC2)(N2CCOCC2)N2CCOCC2)cc1	-20	-5	2	3	-5	-20	-11	-12	-9	8	-13
Cc1ccc(S(=O)(=O)NC(C(=O)N2CCOCCOCCOCC2)c2ccccc2)cc1 (stereo unspecified)	5	7	8	0	/	-6	-1	24	-9	-5	29
CCN(CC)c1ccc(/C=c2\sc3nc4ccccc4n3c2=O)c(O)c1	14	37*	54*	2	34*	-1	31	4	8	67*	3
CCc1nn(CC(=O)NCCN2CCN(C)CC2)c(=O)c2cc3occc3n12	9	-17	3	-9	4	-1	4	-4	8	10	-2
COc1cc(/C=C/C(=O)NNC(=O)c2cccc(S(=O)(=O)N(C)C)c2)cc(OC)c1OC	-13	-21	13	-2	-1	-18	-18	6	-5	-20	18
Cc1ccc(Cn2c(CN(C)Cc3ccccc3)nc3c2c(=O)n(C)c(=O)n3C)cc1	4	3	-11	-4	-10	-6	5	-2	5	0	11
COc1ccc(Cl)cc1NC(=O)/C=C/C(=O)O	19	-13	0	-7	-10	0	-9	22	7	19	0
CC(=O)c1sc(NC(=O)CN2C(=O)NC3(CCCC3)C2=O)nc1-c1ccccc1	-17	0	3	4	8	-10	10	-2	-28	6	-5
CN(Cc1ccccc1F)c1ncnc2sccc12	-1	8	20	6	-2	-24	12	-10	-1	51*	8
COc1ccc(C(c2c(O)nc(SC)n(C)c2=O)c2c(O)nc(SC)n(C)c2=O)cc1O	-10	4	4	-3	-8	-2	4	4	-3	10	1
Cc1ccc(CNS(=O)(=O)c2c(C)[nH]c(C)c2C(=O)N2CCCC2)cc1	-23	13	-6	-1	-1	19	-1	-2	-3	4	-2
COC(=O)CS(=O)(=O)c1ccc(C)cc1	3	6	-6	-2	0	0	-2	0	13	-8	-3
O=C(Cc1cccs1)NCc1cccnc1	-3	-4	1	12	-2	-1	8	-11	5	-9	-8
O=c1cc(O)c(-c2ccccc2)c(Cl)[nH]1	12	-2	-4	2	-3	-13	-15	-1	-5	2	8
COc1ccc(OC)c(NC(=O)COC(=O)CSc2ccc(Cl)cc2)c1	-16	-16	-12	2	7	-6	3	11	-5	13	-3
